TRPC6 inh: mouse TRPC6 channel inhibition; HEK293-TRPC6, membrane potential dye, ACh-evoked depolarization; active compounds read low; 310,000 tested, 1.1% active; B-score at 10 µM;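 active = B-score under library mean minus 3 SD, initial fluorescence not abnormally high, positive integrated signal ratio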;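 note: B-score derived from integrated fluorescence ratio over the kinetic read; more negative B-score means stronger inhibition of depolarization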
TRPC4 act: opens the mouse TRPC4 cation channel; Q9QUQ5; HEK293 TRPC4beta/mu-opioid, Fluo4 calcium fluorescence; active compounds read high; B-score at 10 µM; 310,000 tested, 0.49% active; AID 2237;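 active = B-score above 5 SD of library B-scores, and initial fluorescence ratio not above library mean plus 5 SD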;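 note: positive B-score marks a calcium rise read as TRPC4 activation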
Target sequence (Q9QUQ5 whole entry, looked up): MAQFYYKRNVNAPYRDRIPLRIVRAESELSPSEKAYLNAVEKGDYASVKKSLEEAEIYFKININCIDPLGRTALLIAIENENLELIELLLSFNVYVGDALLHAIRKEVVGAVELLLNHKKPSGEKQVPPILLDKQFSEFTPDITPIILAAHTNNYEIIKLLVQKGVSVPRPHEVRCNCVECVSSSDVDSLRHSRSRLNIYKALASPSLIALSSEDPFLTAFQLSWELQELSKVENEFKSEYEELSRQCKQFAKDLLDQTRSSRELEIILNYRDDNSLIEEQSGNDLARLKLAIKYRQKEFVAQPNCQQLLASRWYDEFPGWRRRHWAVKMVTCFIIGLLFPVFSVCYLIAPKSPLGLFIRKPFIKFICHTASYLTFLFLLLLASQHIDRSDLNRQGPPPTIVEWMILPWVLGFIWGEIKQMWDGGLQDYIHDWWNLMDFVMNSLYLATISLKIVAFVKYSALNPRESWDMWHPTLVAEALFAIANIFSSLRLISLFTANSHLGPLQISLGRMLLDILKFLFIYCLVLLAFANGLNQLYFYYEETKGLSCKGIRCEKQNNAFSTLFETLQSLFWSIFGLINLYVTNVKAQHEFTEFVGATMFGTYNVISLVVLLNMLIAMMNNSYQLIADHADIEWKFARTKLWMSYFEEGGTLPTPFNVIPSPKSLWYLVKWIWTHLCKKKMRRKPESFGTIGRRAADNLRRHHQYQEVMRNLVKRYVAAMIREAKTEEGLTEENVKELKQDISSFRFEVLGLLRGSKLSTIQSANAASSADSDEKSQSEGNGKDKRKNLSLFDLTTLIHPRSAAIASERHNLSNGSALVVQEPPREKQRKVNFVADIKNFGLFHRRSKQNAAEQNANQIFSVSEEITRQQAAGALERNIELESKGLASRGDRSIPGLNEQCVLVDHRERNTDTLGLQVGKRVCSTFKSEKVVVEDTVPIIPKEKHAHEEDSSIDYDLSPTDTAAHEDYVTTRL
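Material: TRPC4beta and mu-opioid receptor HEK293 stable cells | Incubation: 45 min room-temperature Fluo4 loading, 110 s read | Detection: Kinetic Fluo4 calcium fluorescence | Measure: Integrated baseline-normalised fluorescence ratio, converted to per-well B score | Benchmarks: Low control buffer alone, high control maximal DAMGO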
MrgX1 allo act: human MrgX1 positive allosteric modulation, primary screen; Q96LB2; MrgX1-HEK293, Fluo-4 calcium flux, FDSS; active compounds read high; B-score at 10 µM; 310,000 tested, 0.63% active; AID 588675;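 active = plate-corrected calcium response at least 3 library SD above typical, normal starting fluorescence, not activating the receptor alone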;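 note: compound read alongside a low EC10 to EC30 dose of BAM8-22 agonist; peak minus trough fluorescence over baseline measured at the second addition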
RGS4 block: human RGS4 inhibition | P49798 | HEK293 M3R/RGS4 inducible, Fluo-4 calcium flux; active compounds read high; triggered by carbachol at its EC20 | B-score at 10 µM | 310,000 tested, 0.45% active;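 active = B-score, a plate-corrected calcium signal, over three deviations above library mean, with baseline fluorescence within five deviations of library mean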;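 note: RGS4 expression induced by doxycycline in cells with stable M3 receptor; B-score is computed from the integrated fluorescence ratio over baseline after carbachol; higher B-score means a larger calcium signal and so more RGS4 inhibition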
TMEM16A inh: inhibitors of mouse TMEM16A calcium-activated chloride channel; Q8BHY3; HEK293 TMEM16A/YFP iodide influx fluorescence, ionomycin; normalized B-score (activity score, 25-100; higher = stronger inhibition) at 10 µM; 310,000 tested, 1.2% active; AID 588511;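 active = ratio plate-corrected score three or more library SD toward inhibition, starting fluorescence score within five deviations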;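 note: score derived from kinetic fluorescence span divided by baseline fluorescence per well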
TRPC6 activator: mouse TRPC6 channel activation; HEK293-TRPC6 membrane potential dye fluorescence; active compounds read high; AID 2550; B-score at 10 µM; 310,000 tested, 0.13% active;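 active = B-score of the integrated fluorescence ratio above library mean plus 3 SD, and starting fluorescence ratio within library mean plus 5 SD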;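 note: higher score means more depolarization so channel activation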
TRPC4 inh: blocks the mouse TRPC4 cation channel; Q9QUQ5; HEK293 TRPC4beta/mu-opioid, DAMGO-evoked Fluo4 calcium flux; active compounds read low; B-score at 10 µM; 300,000 tested, 0.39% active; AID 2247;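 active = B-score over 3 SD under the library average, no early fluorescence shift, positive overall ratio signal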
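material = TRPC4beta/mu-opioid receptor HEK293 cell line | probe or stimulus = sequential submaximal and maximal DAMGO stimulation | compound dosing = one concentration per compound | measured by = Fluo4 Ca2+ flux fluorescence | evaluation = integrated fluorescence ratio relative to baseline, converted to per-well B score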
TRPC4 potent: allosteric potentiators of mouse TRPC4 channel. Q9QUQ5. HEK293 TRPC4beta/mu-opioid, DAMGO EC20, Fluo-4 Ca2+ flux; active compounds read high. B-score at 10 µM. 310,000 tested, 0.42% active. AID 2227;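 active = B-score of calcium response area above 5 SD of library B-scores, with initial fluorescence ratio within 5 SD of library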;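 note: B-score of integrated fluorescence ratio over time as area under calcium response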
MrgX1 antagonist: antagonists of human MrgX1 receptor; Q96LB2; MRGX1-HEK293 calcium flux, Fluo-4, BAM8-22 antagonism; active compounds read low; B-score at 10 µM; 310,000 tested, 1.3% active;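 active = calcium-response B-score plate-corrected more than 3 library SD below zero, starting fluorescence within 5 deviations, no agonist response on first addition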;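 note: peak minus trough fluorescence over baseline after final BAM8-22 challenge near maximal dose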
ANO1 activ: mouse TMEM16A channel activation, primary screen. Q8BHY3. HEK293 TMEM16A/YFP-H148Q/I152L, iodide quench fluorescence; active compounds read low. B-score at 10 µM. 340,000 tested, 0.3% active. AID 623877;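 active = fluorescence-ratio B-score plate-corrected deviation score at least 3 library SD below zero, with starting fluorescence score within 5 deviations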;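 note: channel opened by trigger with iodide after compound preincubation; score built on the fluorescence ratio of max minus min over baseline; more negative score means more quench and so TMEM16A activation or potentiation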
MrgX1 ag: human MrgX1 receptor agonism, primary screen; Q96LB2; 310,000 tested, 0.44% active; B-score at 10 µM; AID 588627; MrgX1-HEK293 cells, Fluo-4 calcium fluorescence, agonist mode; active compounds read high;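 active = calcium response B-score plate-corrected fluorescence ratio at least 3 library SD, with starting fluorescence B-score inside 5 SD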
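Test system: HEK293 cells stably expressing human MrgX1 receptor; amount: 15,000 cells per well; doses: compound delivered in addition one of three; times: overnight plating before 1 h dye loading; detection: Fluo-4 NW calcium-flux fluorescence, kinetic read; read-out basis: B-scored fluorescence response ratio; controls: positive and negative controls per plate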
* marks the source's active call; other numbers are inactive results; i = inactive.

SMILES	TRPC6 inh	TRPC4 act	MrgX1 allo act	RGS4 block	TMEM16A inh	TRPC6 activator	TRPC4 inh	TRPC4 potent	MrgX1 antagonist	ANO1 activ	MrgX1 ag
CC(SCc1ccccc1)C(=O)Nc1ccc(F)cc1 (configuration not stated)	i	i	i	i	i	i	i	i	i	i	i
COC(=O)[C@@]12CCCN1[C@H](c1ccc(-c3ccc4c(c3)OCO4)c(OC)c1)[C@H]1C(=O)N(C)C(=O)[C@H]12	i	i	i	i	i	i	i	i	i	i	i
CC(C)(C)c1nnc(NS(C)(=O)=O)s1	i	i	i	i	i	i	i	i	i	i	i
Cn1cccc1/C=N/n1c(-c2ccccc2)n[nH]c1=S	i	i	i	i	i	i	i	i	i	i	i
Cc1cc(C)n(-c2cc(N3CCN(S(=O)(=O)c4ccc(C)c(C)c4)CC3)ccc2[N+](=O)[O-])n1	i	i	i	i	i	i	i	i	i	i	i
COc1ccccc1NC(=O)CCc1nnc2ccc(N3CCCCC3)nn12	i	i	i	i	i	i	i	i	i	i	i
COc1ccc(N(CC(=O)Nc2ccc(S(=O)(=O)N3CCCCC3)cc2)S(C)(=O)=O)cc1OC	i	i	i	i	i	i	i	i	i	i	i
Clc1cc(NCc2cccs2)ccc1N1CCOCC1	i	i	i	i	i	i	i	i	i	i	i
COc1ccc(Nc2ccc(Cl)nn2)cc1	i	i	i	i	i	i	i	i	i	i	i
CN(C)NC(=S)Nc1ccc2nc(-c3ccccn3)c(-c3ccccn3)nc2c1	i	i	i	i	i	i	i	i	i	i	i
O=C(CSc1nc(-c2ccccc2)nn1C(=O)c1ccccc1)Nc1cccc([N+](=O)[O-])c1	i	i	i	i	i	i	i	i	-4.79*	i	i
COCCN(C(=O)COC(=O)CSc1ccccc1)c1c(N)n(Cc2ccccc2)c(=O)[nH]c1=O	i	i	i	i	i	i	i	i	i	i	i
CC1=C(C(=O)Nc2ccc(C(=O)NCCC(C)C)cc2)SCCO1	i	i	i	i	i	i	i	i	i	i	i
C=CCn1c(C)nc2c(cnn2-c2ccccc2)c1=O	i	i	i	i	i	i	i	i	i	i	i
C=CCNC(=O)CN1CCC(O)(c2ccc(F)cc2)CC1	i	i	i	i	i	i	i	i	i	i	i
CC1=C(Nc2ccc(C(=O)O)cc2)C(=O)c2ccccc2C1=O	i	i	i	i	i	i	i	i	i	i	i
c1nnc2c3c4c(sc3ncn12)CCC4	i	i	i	i	i	i	i	i	i	i	i
CCOC(=O)C1CCN(Cc2ccc(-c3ccccc3)cc2)CC1	i	i	i	i	i	i	i	i	i	i	i
CN(C)c1nc(NC(C)(C)C)nc(NC(C)(C)C)n1	i	i	i	i	i	i	i	i	i	i	i
CC(C)(C)NC(=O)NC(=O)CN1CCc2ccccc21	i	i	i	i	i	i	i	i	i	i	i
NC(=O)c1ccc(NC(=O)COC(=O)c2cccc(Oc3ccccc3)c2)cc1	i	i	i	i	i	i	i	i	i	i	i
O=C1Oc2ccccc2C(=O)/C1=C/N1CCN(c2ccccc2F)CC1	i	i	i	i	i	i	i	i	i	i	i
CCN1CCN(c2nc(-c3ccccc3)nc3ccccc23)CC1	i	i	i	i	i	i	i	i	i	i	i
COc1ccccc1CCNC(=O)CCSc1nc(-c2ccco2)cc(C(F)(F)F)n1	i	i	i	i	i	i	i	i	i	i	i
Cc1ccc(Cl)cc1NC(=O)COC(=O)C1CCCCC1	i	i	i	i	i	i	i	i	i	i	i
CCC(C)c1ccccc1NC(=O)c1cc2cccc([N+](=O)[O-])c2[nH]1 (configuration not stated)	i	i	i	i	i	i	i	i	i	i	i
CC(=O)N/N=C/c1cc(C)n(-c2ccc(Br)cc2)c1C	i	i	i	i	i	i	i	i	i	i	i
Cc1ccc(C(CNC(=O)Nc2ccc(Cl)cc2)N2CCN(C)CC2)cc1 (configuration not stated)	i	i	i	i	i	i	i	i	i	i	i
O=C(c1cnn2ccccc12)N1CCCc2ccccc21	i	i	i	i	i	i	i	i	i	i	i
O=C(NCCCn1ccnc1)c1cccc(S(=O)(=O)N2CCCCCC2)c1	i	i	i	i	i	i	i	i	i	i	i
CCCn1cc([C@@H]2C[C@H]3CN(Cc4cccc(Cl)c4)C(=O)[C@]34CCCN24)c(C)n1	i	i	i	i	i	i	i	i	i	i	i
C#CCOCCOCCOCCNc1nc(N2CCN(C(=O)[C@H]([C@@H](C)O)n3cc(CCCCN)nn3)CC2)nc(N2CCN(C(=O)[C@H]([C@@H](C)CC)n3cc(CCCN=C(N)N)nn3)CC2)n1	i	i	i	i	i	i	i	i	i	i	i
CC[C@H](C)[C@@H]1NC(=O)c2cc([N+](=O)[O-])cc(F)c2NCCCC[C@@H](C(N)=O)NC(=O)[C@H](CCCCN)NC1=O	i	i	i	i	i	i	i	i	i	i	i
CC(=O)c1ccc2c(c1)OCCOCCOCCO2	i	i	i	i	i	i	i	i	i	i	i
O=c1[nH]nc(N2CCOCC2)c(=O)[nH]1	i	i	i	i	i	i	i	i	i	i	i
CC(C)C(=O)NC(=S)Nc1c(Cl)ccc2nsnc12	i	i	i	i	i	i	i	i	i	i	i

Structures above containing a thiophene ring, fused or not, in the order listed:
SMILES	TRPC6 inh	TRPC4 act	MrgX1 allo act	RGS4 block	TMEM16A inh	TRPC6 activator	TRPC4 inh	TRPC4 potent	MrgX1 antagonist	ANO1 activ	MrgX1 ag
Clc1cc(NCc2cccs2)ccc1N1CCOCC1	i	i	i	i	i	i	i	i	i	i	i
c1nnc2c3c4c(sc3ncn12)CCC4	i	i	i	i	i	i	i	i	i	i	i

Other records follow.
SMILES	TRPC6 inh	TRPC4 act	MrgX1 allo act	RGS4 block	TMEM16A inh	TRPC6 activator	TRPC4 inh	TRPC4 potent	MrgX1 antagonist	ANO1 activ	MrgX1 ag
O=Cc1cn(CCOc2ccccc2)c2ccccc12	i	i	i	i	i	i	i	i	i	i	i
O=C(O)CC(CC(=O)N1CCN(C(=O)c2ccco2)CC1)c1ccccc1 (configuration not stated)	i	i	i	i	i	i	i	i	i	i	i
Cn1c2ccccc2c2c(C(=O)NCCCN3CCCC3=O)cn(C3CCCCC3)c(=O)c21	i	i	i	i	i	i	i	i	i	i	i
Clc1ccc(Cn2ncc3c(N4CCCC4)ncnc32)cc1	i	i	i	i	i	i	i	i	i	i	i
COc1cc(/C=N\NC(=O)c2ccc(C)nc2)ccc1OC(=O)c1ccco1	i	i	i	i	i	i	i	i	i	i	i
Cn1c(CN2CCN(c3ccc(Cl)cc3)CC2)nc2ccccc21	i	i	i	i	i	i	i	i	i	i	i
CCOC(=O)[C@@H]1[C@H]2COc3cc(OC)ccc3[C@H]2N2C(=O)N(c3ccc(F)cc3)C(=O)[C@@]12C	i	i	i	i	i	i	i	i	i	i	i
O=S1(=O)CCC(N=Cc2ccc(-c3ccc(Cl)cc3)o2)C1 (configuration not stated)	i	i	i	5.68*	i	i	i	i	i	i	i
c1ccc(COC2CCCN(Cc3nc(Cc4ccccc4)no3)C2)cc1 (configuration not stated)	i	i	i	i	i	i	i	i	i	i	i
O=C(OCc1cc([N+](=O)[O-])cc2c1OCOC2)c1ccc2ccccc2n1	i	i	i	i	i	i	i	i	i	i	i
Cc1cccc(C)c1OCc1nnc(SCC(=O)Nc2nccs2)o1	i	i	i	i	i	i	i	i	i	i	i
COc1cccc(Cn2c(OCC3CCCO3)nc3c2c(=O)n(C)c(=O)n3C)c1 (configuration not stated)	i	i	i	i	i	i	i	i	i	i	i
COc1cccc(Nc2nnc(SCC(=O)N3CC(=O)Nc4ccccc43)s2)c1	i	i	i	i	i	i	i	i	i	i	i
COc1c2c(cc3oc(C)cc(=O)c13)OC(C(C)(C)OC1OC(CO)C(O)C(O)C1O)C2 (configuration not stated)	i	i	i	i	i	i	i	i	i	i	i
O=[N+]([O-])c1ccccc1S(=O)(=O)N1CCN(CC2CC=CCC2)CC1 (configuration not stated)	i	i	i	i	i	i	i	i	i	i	i
CCn1c(Cn2nnc(-c3ccccc3)n2)nnc1SCC(=O)Nc1ccccc1	i	i	i	i	i	i	i	i	i	i	i
Cc1cc(C)n(C(=O)c2cc3ccccc3c(=O)o2)n1	i	i	i	i	i	i	i	i	i	i	i
CCN1CCN(c2cc(C)c3cc(NC(=S)N4CCC5(CC4)OCCO5)ccc3n2)CC1	i	i	i	i	i	i	i	i	i	i	i
CC(=O)Nc1ccc(NC(=O)c2nc(S(=O)(=O)Cc3cccc(C)c3)ncc2Cl)cc1	i	i	i	i	i	i	i	i	i	i	i
COc1cc(CNCCCN2CCOCC2)cc(Cl)c1OCC(=O)NC(C)(C)C	i	i	i	i	i	i	i	i	i	i	i
C=CCn1c(SCc2csc(C)n2)nc2sc3c(c2c1=O)CCC(C)C3 (configuration not stated)	i	i	i	i	i	i	i	i	i	i	i
Fc1cccc(Cl)c1CNCc1ccccc1Cl	i	i	i	i	i	i	i	i	i	i	i
CCNC(=O)COc1ccc(CC)cc1	i	i	i	i	i	i	i	i	i	i	i
CC(C)OC(=O)CSc1nnnn1-c1ccc2c(c1)OCCO2	i	i	i	i	i	i	i	i	i	i	i
COc1ccc(C(=O)NCc2cccnc2)cc1S(=O)(=O)N1CCCc2ccccc21	i	i	i	i	i	i	i	i	i	i	i
CCOC(=O)c1ccc(NC(=O)C2CCCN(c3cnccn3)C2)cc1 (configuration not stated)	i	i	i	i	i	i	i	i	i	i	i
O=c1c2cc(N3CCOCC3)ccc2[nH]c(=S)n1Cc1ccccn1	i	i	i	i	i	i	i	i	i	i	i
Cc1ccc(NC(=O)CCC(=O)N/N=C/C=C/c2ccccc2)cc1	i	i	i	i	i	i	i	i	i	i	i
Cc1nn(C)c(C)c1S(=O)(=O)N(CC(=O)N1CCc2ccccc2C1)c1ccc(C(C)C)cc1	i	i	i	i	i	i	i	i	i	i	i
CCOc1ccc(CCNC(=O)c2nnn(CC(=O)Nc3ccc(C)cc3)c2N)cc1OCC	i	i	i	i	i	i	i	i	i	i	i
O=C(O)c1ccc(/C=N/Nc2ccc(Cl)nn2)cc1	i	i	i	i	i	i	i	i	i	i	i
